Screening results as filed in PubChem.
NR2F2 inh = NR2F2 transcriptional activity inhibitors, primary screen, cell-based, luciferase reporter, HEK293T, luminescence. COUP transcription factor 2 (Homo sapiens), P24468. HEK293T NGFI-A luciferase reporter. inhibition, % at 8.6 µM. 370,000 tested, 0.7% active;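 active = inhibition above a per-plate cutoff, mean inhibition of test wells between control levels plus 3 SD, cut at about 38% in these data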;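 also: cells cotransfected with COUP-TFII expression vector driving the NGFI-A reporter; 0% = median of COUP-TF2 test wells and 100% = reporter-only cells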
SRC3 inh = SRC3 coactivator transcriptional activity inhibitors, primary screen, cell-based, luminescence. HEK293 GAL4-SRC3 luciferase reporter. inhibition, % at 3.6 µM. 360,000 tested, 0.17% active. AID 588352, 2011;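 active = inhibition above a per-campaign cutoff, the mean of all compounds plus 3 SD, cut at about 60% in these data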;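 also: 0% = DMSO-treated cells and 100% = gossypol-treated cells at 36 µM; higher means less SRC3-driven luciferase light from the GAL4 reporter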
Target sequence (Q9Y6Q9 whole entry, looked up, the tested form may be a part): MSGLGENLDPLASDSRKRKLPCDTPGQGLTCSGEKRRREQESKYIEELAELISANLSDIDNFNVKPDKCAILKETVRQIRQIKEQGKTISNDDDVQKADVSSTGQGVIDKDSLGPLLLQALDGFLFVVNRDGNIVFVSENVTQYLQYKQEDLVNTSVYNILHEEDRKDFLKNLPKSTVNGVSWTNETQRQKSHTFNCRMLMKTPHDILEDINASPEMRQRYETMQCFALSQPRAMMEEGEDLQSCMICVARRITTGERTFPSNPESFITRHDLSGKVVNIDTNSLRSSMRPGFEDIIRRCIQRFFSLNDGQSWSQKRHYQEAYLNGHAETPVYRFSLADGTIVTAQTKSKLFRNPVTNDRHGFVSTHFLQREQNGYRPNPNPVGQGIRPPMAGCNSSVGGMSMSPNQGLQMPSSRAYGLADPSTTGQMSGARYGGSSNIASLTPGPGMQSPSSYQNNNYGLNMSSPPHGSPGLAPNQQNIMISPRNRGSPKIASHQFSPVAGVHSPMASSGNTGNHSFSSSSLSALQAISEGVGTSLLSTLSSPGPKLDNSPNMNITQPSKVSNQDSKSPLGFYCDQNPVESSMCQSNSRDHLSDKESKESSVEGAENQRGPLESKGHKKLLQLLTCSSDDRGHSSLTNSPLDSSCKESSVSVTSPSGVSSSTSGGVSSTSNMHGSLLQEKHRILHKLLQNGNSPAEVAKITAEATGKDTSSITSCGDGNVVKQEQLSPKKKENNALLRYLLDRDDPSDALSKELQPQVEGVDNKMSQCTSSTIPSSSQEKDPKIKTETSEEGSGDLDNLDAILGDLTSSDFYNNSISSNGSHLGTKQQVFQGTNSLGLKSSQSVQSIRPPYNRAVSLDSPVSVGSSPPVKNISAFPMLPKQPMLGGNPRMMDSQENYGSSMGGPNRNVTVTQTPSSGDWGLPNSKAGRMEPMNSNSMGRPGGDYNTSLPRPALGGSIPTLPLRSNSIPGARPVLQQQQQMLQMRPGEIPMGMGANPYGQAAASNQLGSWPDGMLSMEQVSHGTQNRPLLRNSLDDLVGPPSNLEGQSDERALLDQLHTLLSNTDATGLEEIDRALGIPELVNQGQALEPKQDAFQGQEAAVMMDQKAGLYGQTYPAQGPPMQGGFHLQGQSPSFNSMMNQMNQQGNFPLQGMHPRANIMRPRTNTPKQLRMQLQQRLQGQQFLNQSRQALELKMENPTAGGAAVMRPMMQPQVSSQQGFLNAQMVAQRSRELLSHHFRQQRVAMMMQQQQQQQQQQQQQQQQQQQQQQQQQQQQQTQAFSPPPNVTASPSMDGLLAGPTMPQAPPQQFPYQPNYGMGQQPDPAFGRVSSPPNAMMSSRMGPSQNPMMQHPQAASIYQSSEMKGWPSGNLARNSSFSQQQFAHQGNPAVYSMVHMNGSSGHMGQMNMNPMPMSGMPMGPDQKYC
NCOA2 inhibitor = inhibition of GAL4-SRC2 driven luciferase reporter, primary screen, SRC2 inhibitor project, cell-based, luminescence; HEK293 GAL4-SRC2 luciferase reporter; inhibition, % at 9 µM; 370,000 tested, 0.17% active;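 active = inhibition above the mean inhibition of all tested compounds plus 3 SD, set per campaign, cut at about 52% in these data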;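 also: 0% = DMSO treated cells and 100% = cells given Gossypol at 36 µM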
NOD2 RIPK2 PPI = NOD2-RIPK2 binding disruptors in cells, primary screen, fluorescence, CHO cells, BLA complementation | Receptor-interacting serine/threonine-protein kinase 2 (Homo sapiens), O43353 | CCF4 ratio | inhibition, % at 4.98 µM | 360,000 tested, 0.38% active; in the data active = inhibition above about 21%;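 also: 0% = vehicle only and 100% = reference blocker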
TWEAK Fn14 block = inhibitors of TWEAK-Fn14 signaling, primary screen, luciferase reporter cells, uHTS. 360,000 tested, 2% active. inhibition, % at 10 µM. TWEAK-stimulated Fn14 reporter cells, luciferase luminescence, 8 h; in the data active = inhibition above about 50%
TLR9-MyD88 inh = inhibitors of TLR9-MyD88 association in cells, primary screen, cell-based, CHO, BLA complementation, fluorescence; 340,000 tested, 0.21% active; Toll-like receptor 9 (Homo sapiens) + Myeloid differentiation primary response protein …; inhibition, % at 4.98 µM; AID 504734, 2011; CCF4 FRET ratio;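 active = inhibition above the mean over all tested compounds plus 3 SD, cut at about 21% in these data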;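 also: 0% = DMSO only wells and 100% = clavulanate BLA inhibitor control wells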
ABHD5-PLIN5 inh = ABHD5-PLIN5 interaction inhibitors, primary screen, cell lysate, split luciferase complementation, luminescence | Split G. princeps luciferase complementation, 4 h | 360,000 tested, 0.78% active | AID 602281, 2012 | inhibition, % at 4 µM | Perilipin-5 (Homo sapiens) + 1-acylglycerol-3-phosphate O-acyltransferase ABHD5 (Homo …;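 active = inhibition above the mean inhibition across every tested compound plus 3 SD, cut at about 22% in these data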;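 also: 0% = DMSO only wells and the 100% control is not disclosed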
TROY signal inh = inhibitors of TROY-driven NF-kB signaling, primary screen, Q293 LMP1-TROYcd cells, NF-kB luciferase, uHTS | Q293 LMP1-TROYcd NF-kB luciferase reporter, 4 h | inhibition, % at 10 µM | 360,000 tested, 0.98% active | AID 1347056, 2019;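 active = compounds whose plate-normalised and pattern-corrected inhibition of the luciferase reporter signal at the single screening dose is 50% or more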
NCOA1 inh = SRC1 coactivator transcriptional activity inhibitors, primary screen, cell-based, luminescence; inhibition, % at 3.6 µM; HEK293 GAL4-SRC1 luciferase reporter; 360,000 tested, 0.12% active; Nuclear receptor coactivator 1 (Homo sapiens), Q15788; AID 588354, 2011;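 active = inhibition above the campaign mean plus 3 SD, with each screening campaign given its own cutoff, cut at about 60% in these data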;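 also: 0% = DMSO treated cells and 100% = gossypol at 36 µM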
NR5A2 inv ag = LRH-1 (NR5A2) inverse agonists, primary screen, cell-based, luminescence, HEK293T, StAR-luciferase reporter. Nuclear receptor subfamily 5 group A member 2 (Homo sapiens), O00482. LRH-1 transfected, 24 h. inhibition, % at 3.6 µM. 360,000 tested, 0.13% active. AID 602396, 2012;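 active = inhibition above the mean inhibition of all tested compounds plus 3 SD, cut at about 73% in these data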;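 also: 0% = DMSO wells and 100% = reporter-only cells lacking LRH-1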
Exocytosis inh = LAMP-1 surface exposure blockers, TALL-104 cells – cell-based, flow cytometry, MLPCN library, primary screen | TALL-104 LAMP-1 surface exposure; cells stimulated with thapsigargin and PMA | inhibition, % at 10 µM | 360,000 tested, 0.66% active;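 active = inhibition above about 55%, limit read from the data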
* = called active by the depositor; nt = not tested or not shown.

SMILES	NR2F2 inh	SRC3 inh	NCOA2 inhibitor	NOD2 RIPK2 PPI	TWEAK Fn14 block	TLR9-MyD88 inh	ABHD5-PLIN5 inh	TROY signal inh	NCOA1 inh	NR5A2 inv ag	Exocytosis inh
COc1ccc(C2CC(=O)C(C=NCCO)=C(O)C2)cc1OC (stereo unspecified)	7	20	3	-4	4	-10	5	-7	-4	20	2
CCOCCc1nnc(NC(=O)CSc2ccccc2)s1	7	8	-4	13	-4	2	3	3	-18	2	2
CCC(=O)NC1OC(CO)C(O)C(O)C1O (stereo unspecified)	6	-5	-12	-22	-11	2	-3	3	3	-4	-2
CCN(CC)CCn1c(=S)[nH]c2cc(Cl)ccc2c1=O	-9	-5	-3	-8	-4	-1	-2	-14	-14	-12	6
CC(=O)c1ccc(NC(=O)C2CCCN(S(=O)(=O)c3cccc4nonc34)C2)cc1 (stereo unspecified)	nt	-21	nt	-14	6	-2	9	0	10	-11	10
CC(C)NC(=O)c1ccc2c(c1)N(CC(=O)N1CCOCC1)C(=O)C(C)(C)O2	-12	11	-17	1	8	-2	-3	14	-7	-15	-1
Cn1nc(C(=O)Nc2cccc(S(N)(=O)=O)c2)c2ccccc2c1=O	-51	7	-39	-3	11	7	1	-37	10	9	-3
COc1ccc(C2(c3ccc(OC)cc3)NC(=O)N(CC(=O)NC3CCS(=O)(=O)C3)C2=O)cc1 (stereo unspecified)	6	-18	-5	6	-3	1	3	-6	5	-6	-9
O=C1C=CC(=O)N1Cc1ccccn1	0	0	10	1	13	-10	-5	-14	-12	-18	2
COc1ccc(CC2(CO)CCN(Cc3nc(C(C)C)cs3)CC2)cc1	2	-5	18	1	-2	0	-18	0	13	-21	2
S=C1NCCOCCOCCOCCOCCNC(=S)N2CCOCCOCCN1CCOCC2	7	18	-5	1	-6	-4	-2	12	-27	2	-2
CCOC(=O)c1ccc2c(c1)nc(-c1ccc(F)cc1)c1nccn12	17	2	11	-14	1	-6	-3	-6	-2	6	7

Two records drawn at random from those above, as already listed:
SMILES	NR2F2 inh	SRC3 inh	NCOA2 inhibitor	NOD2 RIPK2 PPI	TWEAK Fn14 block	TLR9-MyD88 inh	ABHD5-PLIN5 inh	TROY signal inh	NCOA1 inh	NR5A2 inv ag	Exocytosis inh
S=C1NCCOCCOCCOCCOCCNC(=S)N2CCOCCOCCN1CCOCC2	7	18	-5	1	-6	-4	-2	12	-27	2	-2
CCOCCc1nnc(NC(=O)CSc2ccccc2)s1	7	8	-4	13	-4	2	3	3	-18	2	2

More records follow:
SMILES	NR2F2 inh	SRC3 inh	NCOA2 inhibitor	NOD2 RIPK2 PPI	TWEAK Fn14 block	TLR9-MyD88 inh	ABHD5-PLIN5 inh	TROY signal inh	NCOA1 inh	NR5A2 inv ag	Exocytosis inh
O=C1N=C(N2CCCCC2)S/C1=C\c1cn[nH]c1-c1ccccc1	-11	10	-38	-7	30	-1	3	-4	0	6	-3
CN(CCCn1cnc2c(OCc3ccccc3)ncnc21)CCc1ccccn1	0	-5	-17	-8	11	-2	-2	-4	-2	-4	1
Cc1cc(C)c(C#N)c(SCCS(=O)(=O)c2ccc(C(C)(C)C)cc2)n1	4	-5	-4	-7	33	3	-1	21	-4	6	0
Fc1ccccc1NC(=S)NCc1ccccc1	-4	-9	-2	-2	-5	-8	-6	-11	-20	-20	-21
Cc1ccc(S(=O)(=O)CCN2CCN(c3ccccc3)CC2)cc1	12	-7	-2	-7	8	-7	1	12	-8	4	-2
Cn1c(CNC(=O)c2ccco2)nnc1SCC(=O)Nc1ccc(Br)cc1F	16	12	4	1	4	4	-2	12	-18	19	-2
CCn1cc(C(=O)NCCCN2CCCC(C)C2)c(=O)c2cc(S(=O)(=O)N3CCc4ccccc4C3)ccc21 (stereo unspecified)	13	17	14	6	-11	-2	4	0	-4	-30	42
COC(=O)CSc1nnc(CNC(=O)Cc2ccccc2)n1-c1ccccc1OC	nt	10	nt	7	-2	-3	-4	-2	-25	-1	-3
O=C(NNC1CC(=O)N(c2ccccc2)C1=O)c1ccc(COc2ccccc2Cl)o1 (stereo unspecified)	4	8	-34	-6	-5	2	2	-2	-8	11	17
Clc1ccc(-c2cc(COc3ccccc3)no2)cc1Cl	-20	-7	2	-7	-11	-16	-3	-38	0	-1	-5
Cc1ccc(S(=O)(=O)CC(=O)Nc2cc(C)on2)cc1	-4	-12	-2	-11	18	2	2	17	-3	-14	-2
Fc1cccc(-c2cc3nc(-c4ccccc4)cc(N4CCC5(CC4)OCCO5)n3n2)c1	-4	0	17	0	38	-6	-3	-3	-6	1	-2
O=C(CSC1CN(C(c2ccccc2)c2ccccc2)C1)N/N=C/c1ccc(Cl)cc1Cl	6	-2	-5	-5	-19	-10	-2	0	-5	-15	-1
O=S(=O)(c1ccc(F)c(F)c1)N1CCN(c2ncccn2)CC1	-10	3	-18	-7	15	10	1	-7	6	18	1
COC(=O)c1cc(C)sc1NC(=O)C1CC(=O)NN1Cc1ccccc1 (stereo unspecified)	-19	-10	-12	2	-31	5	-3	-5	-10	7	-11
COc1ccccc1C1NC(=O)NC(C)=C1C(=O)OC1CCC(C)CC1 (stereo unspecified)	9	8	19	-1	0	4	-3	19	6	-14	-4
CCOC(=O)C1=C(COC(=O)/C=C/c2cc(Br)ccc2F)NC(=O)NC1C (stereo unspecified)	-10	-5	-2	-1	31	-2	0	8	-4	1	4
Cc1nc(N)nc(COc2ccccc2)n1	-25	-46	-45	3	-7	-5	-3	-33	-51	-65	0
Cc1ccc(S(=O)(=O)Nc2ccc(N(C)C)cc2)cc1	13	-8	0	3	20	-4	5	-16	-25	9	2
Cc1ccc(Cl)cc1N1CCN(C(=O)Cn2ncn3cccc3c2=O)CC1	5	9	14	7	-13	-10	-8	15	9	3	-2
CSc1oc(-c2ccco2)nc1S(=O)(=O)c1ccccc1	0	8	7	-5	11	-7	-5	12	-8	3	0
Cc1ccc(S(=O)(=O)NNC(=S)NCC2CCCO2)cc1 (stereo unspecified)	17	0	3	-1	17	0	-2	-5	10	-2	3
Cc1ccc(/C=C/C(=O)OCC(=O)c2ccc3c(c2)NC(=O)CO3)o1	6	-11	26	0	-1	-7	2	5	0	-4	0
O=C1NC(=O)C(=Cc2ccc(Cl)cc2Cl)S1	-32	-110	-98	4	30	-2	-7	54*	-133	-81	-4
CCOC(=O)CC(C(=O)OCC)P(=O)(c1ccccc1)c1ccccc1 (stereo unspecified)	6	-4	-17	-8	3	2	2	-11	2	22	-2
COc1cc(NC(=O)C2CC(c3ccccc3O)=NO2)c(OC)cc1Cl (stereo unspecified)	16	2	-22	-4	8	0	4	6	-2	-9	-10
CCCCn1c(N)c(N(CC(C)C)C(=O)CN2C(=O)C3CCCCC3C2=O)c(=O)[nH]c1=O (stereo unspecified)	-4	-16	-26	-1	-6	8	10	-29	-13	4	2
CCOC(=O)C1(CC2CC2)CCN(C(=O)c2cccnc2C)CC1	-8	2	-7	-3	0	-4	-6	-38	-3	-22	-7
CN(C)C(CNC(=O)c1ccc(S(=O)(=O)Nc2ccccc2F)cc1)c1ccccc1 (stereo unspecified)	4	-24	-9	-10	6	0	5	17	-11	4	-4
CC(C)Cn1cnc2c(c(-c3ccccc3)c(-c3ccccc3)n2Cc2ccco2)c1=N	-3	17	21	19	-39	-3	6	-13	14	23	48
CC(C)Nc1ccc(Nc2ccnc3cc4ccccc4cc23)cc1	-19	31	-272	7	-11	-3	10	48	34	32	79*
COc1ccccc1CN1CC(C(=O)NCc2cccc(Cl)c2)CCC1=O (stereo unspecified)	-15	-17	0	2	1	5	-3	-5	-20	3	17
CC(=O)c1ccc(NC(=O)CN2CCOCC2)cc1	-3	0	-5	-6	110*	-10	1	-3	-26	6	-5
CC1Sc2ccc(S(=O)(=O)CCC(=O)NCc3ccc(Cl)cc3)cc2NC1=O (stereo unspecified)	13	2	1	-3	29	-10	-14	18	6	-5	0
COc1ccc(C2c3ccc(O)cc3Oc3ncn4nc(-c5ccccn5)nc4c32)cc1 (stereo unspecified)	19	7	-5	0	-8	2	5	18	5	-5	-5
COc1cc(C(=O)OCC(=O)NCC2CCCCC2)ccc1OCC(C)C	4	-4	-8	1	-18	4	-13	16	-2	-3	3
O=C(CCNS(=O)(=O)c1ccccc1C(F)(F)F)Nc1ccncc1	20	-2	14	6	15	4	3	-5	-1	-10	-3
Cc1ccc(C(=O)c2cc(C)sc2NC(=O)CN2CCN(C(=O)c3ccco3)CC2)cc1	6	12	5	8	13	5	5	20	-12	-15	0
Cc1c(Br)c(C(F)(F)F)nn1CC(=O)NCCN1CCOCC1	3	11	-8	1	-19	-5	1	-3	4	10	-1
C[C@H](CO)N1C[C@H](C)[C@H](CN(C)C(=O)Nc2ccc(C(F)(F)F)cc2)Oc2ncc(Br)cc2C1=O	6	-5	7	-10	9	6	2	-6	-19	-7	-2
CCOc1cc(OCC)cc(C(=O)N2CCC[C@H]2C(=O)N2CCC[C@H]2C(=O)N(C)Cc2ccccc2)c1	-1	nt	-14	5	-3	nt	-4	-14	nt	-7	-2
O=C(O)C1CCCN(S(=O)(=O)c2ccc(Cl)s2)C1 (stereo unspecified)	-2	-20	6	0	-26	4	2	7	-12	5	-4
Nc1c(-c2ccc(Cl)cc2)cnn1-c1ccccc1	-13	-66	-30	-6	-14	-3	4	-30	-57	-114	8
CCOC(=O)C1=C(CN2CCOCC2)NC(=O)NC1c1cc(C)ccc1C (stereo unspecified)	-6	9	-2	0	13	8	3	11	-1	1	-7
O=C(Nc1ccc(Cc2ccc(NC(=O)Nc3cccnc3)cc2)cc1)Nc1cccnc1	-28	-16	-16	-5	-68	-11	3	-66	-5	-38	2
O=C(N/N=C/c1ccccc1)c1ccc(-c2ccccc2)cc1	6	-26	-6	5	5	-8	-4	-46	-8	-12	-6
Cc1cccc(NC(=O)CSc2nnc(NC(=O)C3CCC3)s2)c1	-3	4	-17	5	0	-11	3	5	6	-14	-15
Cc1ncc([N+](=O)[O-])n1Cc1ccc(Cl)cc1	7	13	5	4	-5	1	-3	19	-1	-8	-6
CCCCOC(=O)c1ccc(NC(=O)COC(=O)CN2C(=O)NC3(CCCC3)C2=O)cc1	-13	-21	-28	-6	-6	-4	3	-17	-18	-40	-4
COc1ccc(/C=C/c2nc3sc4c(c3c(=O)o2)CCC4)cc1	6	8	-10	-7	-1	3	0	-34	-9	-11	8
CCOc1ccc(NC(=O)Cn2cc(C(=O)C3CC3)c3ccccc32)cc1	-2	-38	12	-2	-9	0	-4	-14	-8	52	48
COc1cccc(CN(C)C(=O)c2ccc(OCC(=O)Nc3cccc(C(F)(F)F)c3)c(OC)c2)c1	77*	45	24	9	61*	-1	-5	40	28	36	-10

The list is partial, so the mix of outcomes need not match the whole.
